Screens as filed in PubChem.
p53ts 39C tox = cytotoxicity in p53ts cells at nonpermissive temperature; H1299-p53A138V viability at 39C, ATP luminescence, 24 h; Potency, µM (titrated, usually from 46.1 µM), for inactives: at the top dose activity change, negative = cell killing, actives largely listed as cytotoxic; 1.5% of 130,000 active; AID 902; further: nearly all actives have a fitted effect of over 55% in size
IkB sig inh = suppresses IkB signaling in ABC-DLBCL reporter cells; AID 445; Potency, µM (series often up to 57.1 µM), inactives show at the top dose IkBa stabilization activation; ABC-DLBCL IkBa-CBG/CBR dual luciferase ratio, 4 h; response scale: scaled: untreated 0%, proteasome inhibitor 100%; 0.04% of 110,000 active; active means well fitted curve in the direction sought with a large enough effect in the signal ratio, not every such curve was filed as active; inconclusive means small, poorly fitted or top-dose-only effect, or a change in a side signal; the % refers to the signal ratio;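 further: the direction sought is a rising ratio; 0% = basal untreated cells and 100% = reference inhibitor full response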
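In this assay, an IκBα–CBG68 fusion accumulates when IKK-driven degradation is blocked; native CBR normalizes for cell number. OCI-Ly3 cells were treated 4 h with compound and doxycycline, then green and red light read after Chroma-Glo addition.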
p53ts 32C kill = kills p53ts cells at the permissive temperature. H1299-p53A138V at 32C, ATP luminescence viability, 24 h. Potency, µM (titrated, usually from 46.1 µM), for the others: top-dose activity change, negative = cytotoxicity, hits mostly cytotoxic. 0.93% of 130,000 active;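 further: 0% = DMSO and -100% = full killing by reference compound; nearly all actives have a fitted effect of over 55% in size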
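H1299-p53 A138V cells (temperature-sensitive p53) exposed 24 h to up to 46 uM compound at 32C, where p53 is wild-type in conformation. Viability read as ATP luminescence and normalised to DMSO and 100 uM tamoxifen. AC50 fitted with the Hill equation.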
Peg3 imprint = induces erasure of genomic imprints in mouse ES cells; mouse ES Peg3-LacZ reporter, beta-gal luminescence, 40 h; Potency, µM (titrated, usually from 60.7 µM), inactives show at the highest dose activity change, positive = activation, usual class: activators; 0.02% of 110,000 active; AID 1948;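 further: 0% = negative control wells on the plate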
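Readout: BetaGlo luminescence (5 min, room temp) for LacZ from the normally silent maternal Peg3 allele in female Peg3LacZ-Neo ES cells. Cells 300/well, 40 h, 37C, 5% CO2. Data normalized per plate to negative controls.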
Numbers without * were called inactive; ? = inconclusive; . = not tested or not shown; & = joins results of further samples; [ ] = remark or other dose. Unless noted, the call rests on the fitted dose curve; in most records, active means well fitted curve in the direction sought with a large enough effect; inconclusive means small, poorly fitted or top-dose-only effect, or another doubt; inactive means no such curve, though single readings can be large; an effect the other way counts as inactive or inconclusive. Unless noted, on the % scale 0 is the no-effect control and ±100 the full control effect; potency means the concentration at half of the fitted maximal effect.

Results follow in this order: p53ts 39C tox, IkB sig inh, p53ts 32C kill, Peg3 imprint
- CCC(CO)NCCNC(CC)CO (stereo not drawn)
  7%&-1%, 1.1%, -7%&-2%, 0%&-10%
- CCCOC(=O)Nc1cc(OC)c(Cl)cc1OC
  -9%, -0.7%, 7%, -6%
- O=C(COC(=O)C1=COCCO1)Nc1ncc(C(F)(F)F)cc1Cl
  2%, 0.4%, 2%, 0%
- COC(=O)c1ccc(NC(=O)CN(c2cccc(C(F)(F)F)c2)S(C)(=O)=O)cc1
  16%, ?, 9%, -5%[10.9 µM]
- COc1ccc(OC)c(S(=O)(=O)NCCc2cn3ccsc3n2)c1
  17%, -1.7%, 7%, -12%
- Cc1ccc2c(c1)N(CC(=O)NC1CCCCC1C)C(=O)CO2 (stereo not drawn)
  -2%, 1.0%, 2%, 18%
- c1cc2[nH]snc2c2nc(C3CC3)nc12
  -11%, ?, 23%, ?
- Oc1c(C(c2ccccc2)N2CCc3ccccc3C2)sc2ncnn12 (stereo not drawn)
  2%, 0.1%, 8%, -6%
- Cn1c(=O)c(/C=C/c2ccccc2)nc2ccccc21
  -15%, ., -10%, .
- Cc1nnc2c3ccccc3nc(Nc3ccc(F)cc3Cl)n12
  20%, -0.9%, 4%, 2%[10.9 µM]
- CC(=O)N1CCN(c2nc3c(C)ccc(Cl)c3s2)CC1
  -15%, -3.8%, 3%, -8%[10.9 µM]
- COC(=O)NC1(C(F)(F)F)NC(=O)N(C2CCCCC2)C1=O (stereo not drawn)
  5%, 0.0%, -4%, 2%
- Fc1ccc(N2CCN(c3nc4ccccc4c4nc(-c5cccnc5)nn34)CC2)cc1
  8%, 0.1%, 3%, -5%[10.9 µM]
- Cn1nc2c(c1C(=O)O)CCCC2
  -4%, ., 0%, .
- COc1ccc(OC)c(S(=O)(=O)NCc2cccn2Cc2cccc(C)c2)c1
  -14%, ?, 8%, -5%[10.9 µM]
- COc1cccc(N(CC(=O)N2CCC(C)CC2)S(=O)(=O)c2ccc(C)cc2)c1
  3%, ?, 5%, -11%[10.9 µM]
- O=C(CCn1c(=O)c2sccc2n(Cc2ccc(F)cc2Cl)c1=O)NCc1ccc2c(c1)OCO2
  ?, 2.1%, 2%, -4%[10.9 µM]
- Cc1cc(C(=O)CN2C(=O)c3ccccc3S2(=O)=O)c(C)n1-c1ccccc1
  7.9µM*, ?, 13µM*, -61%[inhibitor]
- CCOC(=O)c1ccc(NS(=O)(=O)CC)cc1
  4%, -2.3%, -4%, 1%
- O=C(CNS(=O)(=O)c1cccs1)N1CCN(c2ccccc2F)CC1
  -10%, ?, 7%, 7%[10.9 µM]

(continued)
Results follow in this order: p53ts 39C tox, IkB sig inh, p53ts 32C kill, Peg3 imprint
- O=C(CCn1nnc(-c2cccs2)n1)NC1CCCCC1
  -6%, 2.0%, -3%, -8%
- Cc1ccc(OCCSc2nnc(-c3cccs3)o2)cc1
  -14%, -1.0%, -2%, 3%[10.9 µM]
- COc1ccc(S(=O)(=O)NCCc2sc(-c3ccccc3)nc2C)cc1OC
  ?, 3.6%, -2%, -7%[10.9 µM]
- CCOc1ccc(/C=C(\C#N)C(=O)Nc2sc3c(c2C(=O)OC)CCC3)cc1OC
  13%, 6.4%, 8%, 8%[10.9 µM]
- O=S(=O)(c1ccc(Cl)cc1Cl)n1ccnc1
  0%, -3.4%, -2%, -11%[10.9 µM]
- COc1ccc(OC)c(-c2nc3c(C)n[nH]c(=O)c3[nH]2)c1
  -7%, -2.2%, -6%, -9%
- C#CCSc1nnc(-c2ccc(C)cc2)o1
  -13%, ., ?, .
- Cc1ccc(NC(=O)Cn2nc(C)c3nn(-c4ccc(Cl)cc4)c(C)c3c2=O)cc1F
  -18%, 0.1%, 3%, 6%[10.9 µM]
- CCOc1cccc2cc(C(=O)Nc3nccs3)c(=O)oc12
  -5%, -0.9%, -5%, 4%
- N[C@H](Cn1ccc(=O)c(O)c1)C(=O)O
  0%, -1.2%[11.4 µM], -1%, -6%
- COC(=O)c1c(NC(=O)CC2SCC(C(=O)OC)NC2=O)sc2c1CCCC2 (stereo not drawn)
  3%, 2.4%, 15%, -4%
- CCNc1ncc2nc(C)c(=O)n(Cc3cccs3)c2n1
  -5%, -0.5%[11.4 µM], 18%, -12%
- COc1ccccc1CNc1ncnc2onc(-c3ccc(F)cc3)c12
  1%, 0.7%, 39%[activator], -10%[10.9 µM]
- O=C(O)CN=C1NC2(CCCCC2)Cc2ccccc21
  -2%, ., -8%, .
- CCc1ccccc1NS(=O)(=O)c1cc(C)ccc1OC
  -8%, 2.3%, -11%, -22%
- COCCSc1nnc(NC(=O)CSCc2ccccc2)s1
  1%, 6.7%, -2%, -2%
- O=C(c1ccncc1)N1CCC[C@@]2(CCN(c3ccccn3)C2)C1
  -7%, 1.9%[11.4 µM], -3%, .
- CC(C)(C)C1CCc2nc(NC(=O)c3cccc(Cl)c3)sc2C1 (stereo not drawn)
  ?, -2.5%, -22%, -18%[10.9 µM]
- O=C(c1ccco1)N1CCN(C(=O)c2cc(-c3ccccn3)nc3ccc(Cl)cc23)CC1
  -6%, ?, -20%, -25%
- Cc1ccc(-n2nnc3c(=O)oc4ccccc4c32)cc1
  106%[activator], 0.0%, 6%, -17%

(further entries)
Results follow in this order: p53ts 39C tox, IkB sig inh, p53ts 32C kill, Peg3 imprint
- COc1cc(C(=O)Nc2nc3ccc(S(=O)(=O)N4CCOCC4)cc3s2)cc(OC)c1OC
  4%, ?, -7%, 3%
- CCOc1ccccc1NC(=O)c1ccc2c(Cl)c3c(nc2c1)CCCC3
  -21%, ?, -12%, ?
- CC(C)CCn1c(SCC(=O)OCn2nnc3ccccc3c2=O)nc2ccccc2c1=O
  6%, 0.0%, 11%, -5%
- COc1cccc(-c2nnc(NC(=O)Cc3cccs3)s2)c1
  23%, 0.8%, 6%, -11%
- CCN(CCCNC(=O)c1cc2c(Cl)nc3ccccc3c2s1)Cc1ccccc1
  ?, ?, 11%, -17%[10.9 µM]
- Cc1ccc(CSc2nc(=O)c3c(n2C)NC(=O)CC3c2ccc(OC(C)C)cc2)cc1 (stereo not drawn)
  -9%, ?, ?, -11%[10.9 µM]
- CC1=C(c2ccc(C(C)C)cc2)S(=O)(=O)N=C1N1CCC(C(=O)NCc2ccccc2)CC1
  ?, -2.8%, -2%, -16%[10.9 µM]
- Cc1ccc(C(=O)COC(=O)C(Cc2c[nH]c3ccccc23)NC(=O)c2ccc(C(C)(C)C)cc2)cc1 (stereo not drawn)
  2%, ?, 8%, -13%[10.9 µM]
- COc1ccc(N2CCN(CCCNC(=O)CC3Oc4ccc(C)cc4NC3=O)CC2)cc1 (stereo not drawn)
  0%, 0.4%, 17%, -18%
- O=C(c1cc(C(F)(F)F)cc(C(F)(F)F)c1)N1CCC2(CC1)CN(c1ncccn1)C2
  -1%, 2.1%[11.4 µM], 2%, .
- O=C(CSc1nc2c(c(=O)n1-c1ccc(Br)cc1)SCC2)Nc1nccs1
  -8%, 0.7%, -2%, 2%
- COc1cc(OC)c(NC(c2nnc(-c3ccccc3)o2)c2ccc(F)cc2Cl)cc1Cl (stereo not drawn)
  7%, -0.9%, 5%, -15%[10.9 µM]
- CCOC(=O)N1CCC(NC(=O)CCN2C(=O)C3C4C=CC(C4)C3C2=O)CC1 (stereo not drawn)
  2%, 0.7%, -6%, -5%
- CCOC(=O)c1ccc(Nc2ncnc3nc[nH]c23)cc1
  ?, 0.2%, ?, -26%
- O=C(O)c1cccc2cccc(-c3cccc4cccc(C(=O)O)c34)c12
  5%[9.22 µM], 2.5%[11.4 µM], -3%[9.22 µM], 3%[10.9 µM]
- Cc1ccc(C)n1-c1ccc(C(=O)N2CCOCC2)cc1
  8%, 2.9%, -10%, -12%
- CN(C)c1ccc(CNn2cnnc2SCc2ccccc2F)cc1
  3%, 0.4%, -4%, -17%
- O=C(Nc1ccc2oc(-c3cccc(Cl)c3Cl)nc2c1)c1cccc(Br)c1
  10µM*, -0.4%, ?, -8%[10.9 µM]
- COc1ccc(OC)c(-c2nc(C(N)=O)c3c(n2)n(-c2ccc4c(c2)OCO4)c(=O)n3C)c1
  -15%, 3.3%, -6%, -6%[10.9 µM]
- Cc1ccccc1C(=O)N(Cc1ccc(N(C)C)cc1)CC1CCCO1 (stereo not drawn)
  -9%, ?, 11%, 4%[10.9 µM]

Continuation:
mol	p53ts 39C tox	IkB sig inh	p53ts 32C kill	Peg3 imprint
Cc1ccc(S(=O)(=O)N2CCN(C(=O)c3cccc(F)c3)CC2)cc1	4%	0.8%	2%	-8%
CCOC(=O)N1CCN(C2CC(=O)N(c3ccc(C)cc3)C2=O)CC1 (stereo not drawn)	2%	1.4%	3%	16%
Nc1nc(SCC(=O)NCc2ccccc2)n[nH]1	1%	0.5%	2%	2%
CCc1cccc(NC(=O)Cn2c(=O)n(CCC(=O)NCc3ccccc3Cl)c(=O)c3sccc32)c1	13µM*	?	?	-5%[10.9 µM]
O=C1C2C3C=CC(C3)C2C(=O)N1c1cccc2cccnc12 (stereo not drawn)	-1%	-1.3%	-8%	5%
CN(C(=O)CSc1nc2ccccc2n1Cc1cccc(C(F)(F)F)c1)c1ccccc1	-12%	?	18%	-8%[10.9 µM]
Cn1nnnc1SCC(=O)N1c2ccccc2Sc2ccc(Cl)cc21	26%	-1.5%	19%	-21%
COc1ccc(Nc2ncnc3c2cnn3-c2cc(Cl)ccc2C)cc1OC	-17%	?	6%	-13%[10.9 µM]
O=C1CC(Sc2nnnn2C2CCCCC2)C(=O)N1c1ccccc1 (stereo not drawn)	?	0.2%	0%	-34%[inhibitor]
Cn1nnnc1SCC(=O)Nc1ccccc1Cl	-13%	0.8%	-4%	-11%
COc1ccccc1NC(=O)Cn1c(=O)n(Cc2ccccc2)c(=O)c2ccccc21	7%	?	2%	-9%[10.9 µM]
Cc1cccc(-c2nc3scc(CCNS(=O)(=O)c4ccc(Oc5ccccc5)cc4)n3n2)c1	-22%	-2.9%	-11%	-4%[10.9 µM]

Ordered by length of the SMILES (high to low): some entries from above
mol	p53ts 39C tox	IkB sig inh	p53ts 32C kill	Peg3 imprint
CCc1cccc(NC(=O)Cn2c(=O)n(CCC(=O)NCc3ccccc3Cl)c(=O)c3sccc32)c1	13µM*	?	?	-5%[10.9 µM]
Cc1cccc(-c2nc3scc(CCNS(=O)(=O)c4ccc(Oc5ccccc5)cc4)n3n2)c1	-22%	-2.9%	-11%	-4%[10.9 µM]
COc1ccccc1NC(=O)Cn1c(=O)n(Cc2ccccc2)c(=O)c2ccccc21	7%	?	2%	-9%[10.9 µM]
O=C1C2C3C=CC(C3)C2C(=O)N1c1cccc2cccnc12 (stereo not drawn)	-1%	-1.3%	-8%	5%
Cn1nnnc1SCC(=O)Nc1ccccc1Cl	-13%	0.8%	-4%	-11%

Continuation:
mol	p53ts 39C tox	IkB sig inh	p53ts 32C kill	Peg3 imprint
Cc1cccc(-n2ncc3c(Nc4ccc(C)c(Cl)c4)ncnc32)c1	-17%	-3.0%	-10%	?
COc1cc(OC)c(NS(=O)(=O)c2c(C(=O)N3CCCCCC3)c(C)n(C)c2C)cc1Cl	-12%	-2.3%	10%	-6%[10.9 µM]
CC1(C(=O)O)CCC(C(=O)Nc2ccccc2)C1(C)C (stereo not drawn)	13%	1.4%	-3%	8%
COc1ccc(OC)c(CCNC(=O)CCCn2c(=O)c3cccn3c3ccccc32)c1	-9%	?	1%	-14%[10.9 µM]
CC(C)c1ccc(NC(=O)c2cc3c(=O)oc4ccccc4c3s2)cc1	-23%	-0.1%	3%	-7%[10.9 µM]
O=C(N/N=C1/C[C@@H](O)[C@@H](O)[C@@H]2[C@@H]3C(=O)N(c4cccc(Oc5ccccc5)c4)C(=O)[C@H]3CC[C@@H]12)OCc1ccccc1	-4%[9.22 µM]	.	8%[9.22 µM]	.
COc1ccc(CN(CC2CCCO2)C(=O)CN2C(=O)COc3ccccc32)cc1OC (stereo not drawn)	-8%	.	-10%	.
CCc1ccc(NC(=O)C2CCCN(S(=O)(=O)c3ccc(F)cc3)C2)cc1 (stereo not drawn)	?	?	8%	-22%[10.9 µM]
Cc1ccc(-n2nc(C)c3c(C(F)(F)F)cc(-c4cccnc4)nc32)cc1C	-6%	?	0%	-13%[10.9 µM]
